Bioassay records as filed in PubChem BioAssay.
BLM helicase inh = inhibitors of human Bloom syndrome helicase BLM | recombinant BLM DNA unwinding, fluorescence dequenching | AID 2528 | 0.2% of 350,000 active | Potency, µM (highest dose often 56.1 µM), without a hit: at the highest dose activity change, negative = inhibition, actives largely listed as inhibitors;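 also: potency is read from the fitted curve at half-maximal effect; plate controls were vehicle for no effect and no enzyme for full effect; nearly all actives have a fitted effect of over 35% in size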
Anesthetic bind = candidate novel general anesthetic via apoferritin binding | apoferritin/1-aminoanthracene competitive binding, fluorescence | AID 485281 | 0.074% of 350,000 active | Potency, µM (highest dose often 77.5 µM), for inactives: top-dose activity change, negative = displacement, usual class: inhibitors | P02791; also: potency is read from the fitted curve at half-maximal effect; % is scaled to controls: 0 for no effect and ±100 for the full control effect; nearly all actives have a fitted effect of over 20% in size
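In PBS, apoferritin at 10 uM is loaded with 1-AMA from a 50% saturated solution. After 10 min of compound exposure at ambient temperature, reduced 535 nm fluorescence indicates probe displacement.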
Pol eta inh = inhibitors of human DNA polymerase eta; recombinant Pol eta, fluorescent DNA replication assay; Potency, µM (doses to about 114 µM), inactives show at the highest dose activity change, negative = inhibition, usual class: inhibitors; 1.2% of 390,000 active; AID 588591; also: potency is read from the fitted curve at half-maximal effect; % is scaled to controls: 0 for no effect and ±100 for the full control effect
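Fluorescent replication assay: 50 nM final substrate added after a 15 min room-temperature compound preincubation with 10 nM enzyme. Signal taken at 0 min and again at 10 min.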
POLK inh = blocks human DNA polymerase kappa activity; Potency, µM (doses to about 107 µM), without a hit: at the highest dose activity, negative = inhibition, actives largely listed as inhibitors; 0.53% of 400,000 active; purified Pol kappa, fluorescent DNA synthesis assay, 10 min; also: potency is read from the fitted curve at half-maximal effect; % is scaled to controls: 0 for no effect and ±100 for the full control effect
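50 nM final substrate added after 15 min RT preincubation of 10 nM Pol kappa with compound; fluorescence read at 0 and 10 min.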
Pol iota inh = blocks human DNA polymerase iota activity; 1% of 390,000 active; Q9UNA4; Pol iota fluorescent replication assay, 10 min; Potency, µM (doses to about 115 µM), inactives show top-dose activity, negative = inhibition, most hits filed as inhibitors; also: potency is read from the fitted curve at half-maximal effect
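Pol iota at 10 nM preincubated 15 min with compounds at room temperature; reaction started with fluorescent substrate, 50 nM final. Fluorescence read kinetically at 0 and 10 min; buffer-only wells as negative control.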
POLB inh = inhibitors of human DNA polymerase beta. AID 485314. 1.3% of 340,000 active. P06746. Pol beta primer extension/strand displacement, fluorescence kinetic. Potency, µM (doses to about 114 µM), for inactives: top-dose activity change, negative = inhibition, most hits filed as inhibitors; also: potency is read from the fitted curve at half-maximal effect; % is scaled to controls: 0 for no effect and ±100 for the full control effect
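Homogeneous kinetic assay of primer extension and strand displacement by 10 nM Pol beta, preincubated 15 min at room temperature with compound before 50 nM substrate (final) was added. Read at 0 and 10 min; four-parameter Hill fit.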
RXFP1 antagonist = RXFP1 (human) relaxin receptor antagonism; 0.59% of 350,000 active; activity change, negative = inhibition, % at 57.5 µM; Q9HBX9; AID 1259400; HEK293-RXFP1, relaxin-stimulated cAMP HTRF, 30 min; active compounds read low;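 active = activity change of -60% or lower, but not beyond a set lower limit; inconclusive = change between -60% and -40%, or beyond the set limit; inactive = change above -40%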; also: % is scaled to controls: 0 for no effect and ±100 for the full control effect
Target sequence (Q9HBX9 whole entry, looked up): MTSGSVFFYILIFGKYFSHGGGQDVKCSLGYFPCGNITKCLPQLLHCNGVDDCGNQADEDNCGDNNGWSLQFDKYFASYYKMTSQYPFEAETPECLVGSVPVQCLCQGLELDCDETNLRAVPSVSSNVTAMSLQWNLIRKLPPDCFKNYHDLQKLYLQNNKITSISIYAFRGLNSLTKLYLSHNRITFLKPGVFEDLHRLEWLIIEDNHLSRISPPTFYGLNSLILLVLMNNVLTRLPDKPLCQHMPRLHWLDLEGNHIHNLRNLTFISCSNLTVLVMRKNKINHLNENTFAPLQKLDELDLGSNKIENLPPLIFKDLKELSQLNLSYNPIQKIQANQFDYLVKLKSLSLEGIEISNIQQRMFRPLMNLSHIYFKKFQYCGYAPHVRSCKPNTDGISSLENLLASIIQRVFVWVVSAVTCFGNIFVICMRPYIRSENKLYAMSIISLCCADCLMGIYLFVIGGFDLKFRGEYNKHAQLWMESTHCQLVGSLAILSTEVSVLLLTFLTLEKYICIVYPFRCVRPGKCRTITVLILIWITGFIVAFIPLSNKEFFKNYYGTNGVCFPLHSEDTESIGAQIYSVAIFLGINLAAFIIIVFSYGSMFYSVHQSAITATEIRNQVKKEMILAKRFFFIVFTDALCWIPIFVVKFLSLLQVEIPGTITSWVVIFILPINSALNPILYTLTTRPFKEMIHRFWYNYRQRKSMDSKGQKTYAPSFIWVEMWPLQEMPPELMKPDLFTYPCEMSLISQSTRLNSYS
APEX1 inh = blocks human APE1 abasic DNA cleavage; Potency, µM (series often up to 65.8 µM), without a hit: at the top dose activity change, negative = inhibition, most hits filed as inhibitors; 0.35% of 350,000 active; recombinant APE1, TAMRA/BHQ-2 abasic DNA cleavage fluorescence; P27695;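 also: potency is read from the fitted curve at half-maximal effect; plate controls were vehicle for no effect and reference inhibitor for full effect; nearly all actives have a fitted effect of over 55% in size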
Target sequence (P27695 whole entry, looked up): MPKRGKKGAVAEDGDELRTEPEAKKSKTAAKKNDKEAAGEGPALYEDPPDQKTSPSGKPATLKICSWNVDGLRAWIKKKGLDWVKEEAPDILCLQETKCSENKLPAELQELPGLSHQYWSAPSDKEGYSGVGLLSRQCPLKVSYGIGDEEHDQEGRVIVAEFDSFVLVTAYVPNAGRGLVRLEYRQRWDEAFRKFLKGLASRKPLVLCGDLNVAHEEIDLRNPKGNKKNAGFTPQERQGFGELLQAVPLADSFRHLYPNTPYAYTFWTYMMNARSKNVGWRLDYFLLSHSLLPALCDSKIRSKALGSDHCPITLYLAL
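Activity was derived from the fluorescence gain between first and third kinetic reads (60 s intervals, ex 525/em 598 nm) after 50 nM THF-abasic TAMRA/BHQ-2 duplex was added to 0.75 nM APE1 preincubated 15 min with compound.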
PGK inhibitor = T. brucei PGK inhibition. PGK/GAPDH coupled, Kinase-Glo luminescence, 60 min. 0.043% of 380,000 active. Potency, µM (doses to about 57.5 µM), for inactives: top-dose activity change, negative = inhibition, usual class: inhibitors; also: potency is read from the fitted curve at half-maximal effect; % is scaled to controls: 0 for no effect and ±100 for the full control effect; nearly all actives have a fitted effect of over 60% in size
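Luminescent ATP detection (Kinase-Glo Plus) follows a 60-minute room-temperature incubation, with wells lacking PGK as controls. Buffer: 100 mM TEA (pH 7.6), 5 mM MgCl2, 0.01% Tween-20. Coupling enzyme GAPDH (100 nM final) supplies unstable 1,3-BPG in-well.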
* marks the source's active call; other numbers are inactive results; i = inactive; ? = inconclusive; . = not tested or not shown; [ ] = remark or other dose. Unless noted, calls follow the shape of the dose curve; as a rule, active = well fitted curve in the direction sought with a large enough effect; inconclusive = small, poorly fitted or top-dose-only effect, or another doubt; inactive = no such curve, though single readings can be large; an effect the other way counts as inactive or inconclusive. This is a subset; rates above refer to the full screens.

1) COc1ccccc1N1CCN(S(=O)(=O)c2ccc(F)c(C(=O)Nc3ccc(Cl)cc3C(F)(F)F)c2)CC1
2) CN(C)c1ccc(CNc2nc(-c3ccco3)nn2C(=O)c2cccc([N+](=O)[O-])c2)cc1
3) Cc1ccc(C(=O)COC(=O)[C@@H](NC(=O)c2ccco2)C(C)C)s1
4) CCOC(=O)c1cnc2ccc(OCC)cc2c1N1CCN(C)CC1
5) O=C(COC(=O)c1ccc([N+](=O)[O-])s1)c1ccc[nH]1
6) O=C(O)CC1NC(=S)N(c2ccccc2)C1=O (stereo not given)
7) CN(CC(=O)Nc1ccccc1Cl)C(=O)c1ccc(COc2ccccc2)cc1
8) O=C(COC(=O)C1(c2ccccc2F)CCCC1)N1CCNC1=O
Screen / compound no.	1	2	3	4	5	6	7	8
BLM helicase inh	-9%	-3%	.	-3%	.	1%	.	.
Anesthetic bind	-11%	-21%	.	-16%	.	-3%	.	.
Pol eta inh	-25%	-12%	-1%	-6%	20µM*	-5%	-6%	-19%
POLK inh	-9%[60.1 µM]	1%	-17%	-20%	-29%	-12%	-5%	6%
Pol iota inh	12%	0%	60%[activator]	-6%	89µM*	-15%	17%	17%
POLB inh	-28%	23%	.	-1%	.	1%	.	.
RXFP1 antagonist	-22	4	-7	8	11	9	-12	9
APEX1 inh	.	.	9%	-7%	?	1%	16%	15%
PGK inhibitor	6%	-5%	0%	-4%	-5%	-3%	-6%	0%

9) CC1CCN(C(=S)c2cccc(O)c2)CC1
10) Cc1ccc(NC(=O)COc2ccc(C(=O)NCCc3ccccc3)cc2)cc1
11) CCOC(=O)CNCCC(=O)c1ccc(Br)cc1
12) COc1ccc2nc(-c3ccc(F)cc3)sc2c1
13) O=C(COc1ccccc1)Nc1ccc2[nH]ncc2c1
14) COc1cc(/C=C2/C(=N)N3N=C(CC(=O)N4CCOCC4)SC3=NC2=O)ccc1OCc1ccc(F)cc1
15) C[C@H]1CC2[C@@H]3CCC4=CC(=O)C=C[C@]4(C)[C@@]3(Cl)[C@@H](O)C[C@]2(C)[C@@]1(O)C(=O)CO (stereo not given in full)
16) CCn1c(SC2CCOC2=O)nnc1-c1ccc(Cl)cc1 (stereo not given)
Screen / compound no.	9	10	11	12	13	14	15	16
BLM helicase inh	-4%	.	-1%	.	0%	-9%	.	-1%
Anesthetic bind	?	.	-9%	.	-17%	-19%	.	-6%
Pol eta inh	1%	0%	-4%	-5%	-9%	?	-2%[57.1 µM]	-2%
POLK inh	-1%	-1%	-22%	-13%	-11%	?	.	5%
Pol iota inh	-14%	-4%[58.9 µM]	4%	-16%	12%	?	5%[58.9 µM]	17%
POLB inh	0%	.	35%	.	42%	-2%	12%[57.1 µM]	11%
RXFP1 antagonist	-3	14	-1	.	3	15	.	-1
APEX1 inh	0%	.	2%	.	17%	17%	8%	-1%
PGK inhibitor	-7%	-3%	-7%	-4%	-1%	-4%	.	-2%

17) O=C(NCCc1ccccc1)c1cc(-c2ccc3c(c2)OCO3)on1
18) COc1ccc(-c2ccc3c(n2)sc2c(=O)[nH]c(=O)[nH]c23)cc1OC
19) Cc1cccc(NC(=O)CCC(=O)N/N=C/c2ccc(O)cc2O)c1
20) Cc1ccccc1-c1nc(CS(=O)(=O)CC(=O)N2CCOCC2)c(C)o1
21) COc1ccc(S(=O)(=O)N2CCCC2CNC(=O)C(=O)NCc2ccc(C)cc2)cc1 (stereo not given)
22) CCn1c(SCC(=O)NCCOC)nc2sc(C)c(C)c2c1=O
23) COc1ccc(-c2noc(N3CCC(C(=O)Nc4cccc(OC)c4)CC3)n2)cc1
24) O=C(Nc1cc(C(F)(F)F)ccc1Cl)c1cc(C2CC2)on1
Screen / compound no.	17	18	19	20	21	22	23	24
BLM helicase inh	-5%	-3%	-4%	1%	.	-1%	-8%	3%
Anesthetic bind	-8%	-3%	-3%	-1%	.	4%	-7%	-3%
Pol eta inh	-5%	.	-15%	-11%	-15%	.	-23%	9%
POLK inh	-6%	.	-5%	13%	-8%	.	-15%	1%
Pol iota inh	-18%	.	11%	3%	51%[activator]	.	4%	-5%[58.9 µM]
POLB inh	37%	-4%	0%	-10%	.	-20%	-18%	5%
RXFP1 antagonist	-8	.	2	-3	-3	.	9	-2
APEX1 inh	9%	8%	3%	62%[activator]	11%	1%	26%	5%
PGK inhibitor	i	.	6%	-2%	8%	.	-8%	-1%

Compound profiles (already shown). Screens in order: BLM helicase inh | Anesthetic bind | Pol eta inh | POLK inh | Pol iota inh | POLB inh | RXFP1 antagonist | APEX1 inh | PGK inhibitor
Entry for `O=C(NCCc1ccccc1)c1cc(-c2ccc3c(c2)OCO3)on1` : -5% | -8% | -5% | -6% | -18% | 37% | -8 | 9% | i
Entry for `O=C(O)CC1NC(=S)N(c2ccccc2)C1=O` (stereo not given) : 1% | -3% | -5% | -12% | -15% | 1% | 9 | 1% | -3%
Entry for `Cc1cccc(NC(=O)CCC(=O)N/N=C/c2ccc(O)cc2O)c1` : -4% | -3% | -15% | -5% | 11% | 0% | 2 | 3% | 6%
Entry for `O=C(Nc1cc(C(F)(F)F)ccc1Cl)c1cc(C2CC2)on1` : 3% | -3% | 9% | 1% | -5%[58.9 µM] | 5% | -2 | 5% | -1%
Entry for `O=C(COC(=O)c1ccc([N+](=O)[O-])s1)c1ccc[nH]1` : . | . | 20µM* | -29% | 89µM* | . | 11 | ? | -5%

New compounds follow:
25) COc1ccc(C(=O)COC(=O)c2sc(C)nc2C)cc1Cl
26) COC(=O)c1ccccc1C(=O)N1CCCC(C(=O)c2cc(F)ccc2F)C1 (stereo not given)
27) O=C(Nc1ccc(N2CCOCC2)cc1)c1ccc([N+](=O)[O-])o1
28) CCCC(=O)Nc1nnc(-c2cccc(OCC)c2)s1
29) O=C(Nc1ccc(N2CCN(C(=O)c3cccs3)CC2)cc1)c1ccccc1F
30) CCO/C=C1\C(=O)N(c2ccc(OCC)cc2)C(=O)c2ccccc21
31) O=C(CCc1ccccc1)Nc1ncc2c(n1)CCCC2=O
32) Clc1ccc(N2CCCCCC2)nn1
Screen / compound no.	25	26	27	28	29	30	31	32
BLM helicase inh	.	0%	-3%	-3%	-1%	-5%	0%	-3%
Anesthetic bind	.	-6%	-10%	-9%	-12%	-2%	-13%	?
Pol eta inh	-14%	-21%	-13%	5%	-1%	8%	-7%	-6%
POLK inh	-1%	1%	-3%	0%	-9%	-15%	-15%	2%
Pol iota inh	9%	96%[activator]	-10%	-4%	16%	43%[activator]	13%	1%
POLB inh	.	-6%	-22%	6%	12%	-20%	-1%	10%
RXFP1 antagonist	-10	-6	-6	1	-7	2	-19	-5
APEX1 inh	3%	5%	52%	-6%	-13%	-4%	-1%	21%
PGK inhibitor	-5%	5%	-11%	-10%	i	-5%	-4%	-7%

33) CC(C)CNC(=O)c1c2c(nc3ccccc13)-c1ccccc1CC2
34) Cc1cc(C)cc(NC(=O)c2ccc(S(=O)(=O)N(C)CC3CCCO3)cc2)c1 (stereo not given)
35) Fc1cccc(Oc2nc3ccccc3n3cccc23)c1
36) COc1ccc(NC(=O)CCNS(=O)(=O)c2cccc(C(C)=O)c2)cc1S(N)(=O)=O
37) Cc1c(Cl)cccc1NC(=S)N1CCN(c2ncccn2)CC1
38) CCCn1c(NCc2ccccc2F)nc2ccccc21
39) O=C(NCC1CCCO1)c1cccc(S(=O)(=O)NCc2ccccc2)c1 (stereo not given)
40) CN(Cc1ccccc1)C(=O)CSc1nc2ccccc2n1Cc1ccccc1F
Screen / compound no.	33	34	35	36	37	38	39	40
BLM helicase inh	0%	-7%	-2%	0%	-4%	-2%	-2%	-2%
Anesthetic bind	-17%	?	2%	0%	-6%	2%	-2%	87%[activator]
Pol eta inh	4%	-26%	-7%	-9%	-1%	-17%	0%	-27%
POLK inh	2%	-7%	-2%	-25%	-10%	-6%	4%	-6%[60.1 µM]
Pol iota inh	?	25%	10%	60%[activator]	-13%	-5%	12%	42%[activator]
POLB inh	34%	6%	0%	11%	4%[57.1 µM]	-16%	-10%	0%
RXFP1 antagonist	-8	-16	-15	11	1	.	4	.
APEX1 inh	15%	4%	10%	-15%	18%	.	?	.
PGK inhibitor	-1%	0%	i	-10%	.	-2%	i	8%

41) CN(C)S(=O)(=O)c1ccccc1C#N
42) Cc1[nH]n(-c2ccccc2)c(=O)c1C=Nc1ccc(S(=O)(=O)N(C)C)cc1
43) COc1ccc(-c2cc(C3CCN(CC(O)C(F)(F)F)CC3)[nH]n2)cc1 (stereo not given)
44) COc1ccc(CNC(=O)CCn2c(=O)c3cccn3c3ccc(F)cc32)cc1OC
45) CN(C(=O)c1cccn(Cc2ccccc2)c1=O)c1ccccc1
46) Cn1c(N)c(C(=O)COC(=O)COc2cc(Cl)c(Cl)cc2Cl)c(=O)n(C)c1=O
47) O=C(CSc1c2c(nc3cc(Cl)ccc13)CCCC2)NCc1ccccc1Cl
48) c1ccc(C2=Nc3c(ccc4ccccc34)C(c3ccncc3)=NN2)cc1
49) O=C(CSC1=NNC(c2ccccn2)S1)Nc1cccc(Cl)c1 (stereo not given)
50) O=C(NCc1ccccc1F)c1cc(=O)[nH]c2ccccc12
Screen / compound no.	41	42	43	44	45	46	47	48	49	50
BLM helicase inh	-1%	-2%	-2%	0%	-1%	.	-2%	-8%	-2%	0%
Anesthetic bind	11%	-9%	4%	-3%	-5%	.	-7%	-20%	-14%	-6%
Pol eta inh	-2%	-24%	-12%	-7%	-26%	-4%	-12%	-22%	-4%	-7%
POLK inh	-12%	-7%	14%	-2%	-3%	-7%	-13%	-1%	-10%	-3%
Pol iota inh	27%	-10%	0%	22%	43%[activator]	30%[activator]	-3%	17%	50%[activator]	21%
POLB inh	-27%	2%	2%	14%	37%	.	-5%	17%	37%	30%
RXFP1 antagonist	-4	4	-10	-10	4	16	-14	-18	-12	-23
APEX1 inh	-5%	3%	15%	.	-7%	21%	.	14%	13%	11%
PGK inhibitor	-4%	10%	-2%	-4%	0%	-5%	i	i	3%	1%
